Screening results as filed in PubChem.
hgDAF12 agonist – agonists of H. glycines DAF-12 nuclear receptor. HEK293 GAL4-hgDAF12 UAS-luciferase reporter, agonist luminescence; normalized to butyrate control. activation, % at 6.8 µM. hit rate 1.8% among 370,000;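 active = activation above a cutoff set at the mean of all screened compounds plus 3 SD, cut at about 10% in these data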;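 note: 0% = DMSO wells and 100% = sodium butyrate wells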
DAX1 inh-1 – inhibitors of DAX1 repression of SF-1 activated StAR promoter | hit rate 1.1% among 370,000 | AID 652010 | HEK293T StAR-luciferase reporter, SF-1/DAX-1 repression relief | inhibition, % at 6.8 µM;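 active = inhibition above the mean over all tested compounds plus 3 SD, cut at about 3.6% in these data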;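 note: 0% = DAX-1 cells with DMSO and 100% = cells lacking DAX-1 with DMSO; higher inhibition means more luminescence from relief of DAX-1 repression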
PLC-gamma1 inh – inhibitors of human phospholipase C gamma1 | P19174 | hit rate 0.84% among 370,000 | purified PLC-gamma1, fluorogenic substrate, fluorescence | inhibition, % at 12.2 µM; in the data active = inhibition above about 9.5%
HGIII-sPLA2 inh – Blocks human group III sPLA2 activity; Q9NZ20; QFRET BODIPY PC-A2 liposome hydrolysis, fluorescence; inhibition, % at 12.2 µM; hit rate 0.56% among 370,000; AID 743126;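 active = inhibition above mean plus 3 SD of compounds lying within the high and low control bounds, cut at about 19% in these data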;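 note: 0% = median of test compound wells and 100% = no enzyme DMSO wells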
Target sequence (Q9NZ20 whole entry, looked up): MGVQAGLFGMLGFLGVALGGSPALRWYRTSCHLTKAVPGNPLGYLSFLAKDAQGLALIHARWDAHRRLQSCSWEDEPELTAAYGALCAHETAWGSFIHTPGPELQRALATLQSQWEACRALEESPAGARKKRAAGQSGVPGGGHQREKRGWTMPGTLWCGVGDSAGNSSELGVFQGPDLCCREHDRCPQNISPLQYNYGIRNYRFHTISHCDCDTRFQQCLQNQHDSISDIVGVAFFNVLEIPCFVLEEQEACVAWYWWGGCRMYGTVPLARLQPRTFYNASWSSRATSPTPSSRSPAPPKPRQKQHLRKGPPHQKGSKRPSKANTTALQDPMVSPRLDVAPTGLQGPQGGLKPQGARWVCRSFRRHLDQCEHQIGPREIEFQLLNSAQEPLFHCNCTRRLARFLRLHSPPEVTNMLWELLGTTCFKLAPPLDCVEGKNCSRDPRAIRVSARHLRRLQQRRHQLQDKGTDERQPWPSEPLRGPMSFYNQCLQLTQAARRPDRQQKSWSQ
DAX1 inh-2 – inhibits human nuclear receptor DAX1 | P51843 | hit rate 0.99% among 340,000 | inhibition, % at 6.75 µM | AID 504766 | HEK293 Gal4-DAX1 luciferase reporter, luminescence;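 active = inhibition above the mean over all tested compounds plus 3 SD, cut at about 4.2% in these data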;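 note: 0% = DAX1-transfected cells with DMSO and 100% = empty-vector control cells with DMSO; inhibition shows as a rise in luminescence from relieved DAX1 repression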
FXN GAA850 act – increases GAA850 frataxin promoter reporter activity; HEK293 lucGAA850 FXN promoter luciferase reporter, 24 h; percent of 10 µM SAHA response; activation, % at 6 µM; hit rate 0.56% among 360,000; AID 540364;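 active = activation above the average of all compounds screened plus 3 SD, cutoff fixed separately per campaign, cut at about 7.5% in these data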;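 note: 0% = DMSO wells and 100% = 10 µM SAHA wells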
ADAM10 inh – ADAM10 inhibition, QFRET primary screen. O14672. recombinant ADAM10, EDANS/DABCYL FRET peptide cleavage, 3 h. inhibition, % at 7 µM. hit rate 0.62% among 370,000. AID 720582;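 active = inhibition above a per-campaign cutoff equal to the mean of compounds falling between control-based bounds plus 3 SD, cut at about 20% in these data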;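 note: 0% = DMSO wells while the 100% control is not disclosed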
ADAM17 inh – inhibitors of human ADAM17; P78536; recombinant ADAM17, EDANS/DABCYL FRET peptide cleavage; hit rate 0.83% among 370,000; AID 720648; inhibition, % at 6.95 µM;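 active = inhibition above the mean of compounds lying between control limits plus 3 SD, set per campaign, cut at about 8.5% in these data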;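 note: 0% = DMSO-only wells as the low control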
Target sequence (P78536 215-824 limits assumed): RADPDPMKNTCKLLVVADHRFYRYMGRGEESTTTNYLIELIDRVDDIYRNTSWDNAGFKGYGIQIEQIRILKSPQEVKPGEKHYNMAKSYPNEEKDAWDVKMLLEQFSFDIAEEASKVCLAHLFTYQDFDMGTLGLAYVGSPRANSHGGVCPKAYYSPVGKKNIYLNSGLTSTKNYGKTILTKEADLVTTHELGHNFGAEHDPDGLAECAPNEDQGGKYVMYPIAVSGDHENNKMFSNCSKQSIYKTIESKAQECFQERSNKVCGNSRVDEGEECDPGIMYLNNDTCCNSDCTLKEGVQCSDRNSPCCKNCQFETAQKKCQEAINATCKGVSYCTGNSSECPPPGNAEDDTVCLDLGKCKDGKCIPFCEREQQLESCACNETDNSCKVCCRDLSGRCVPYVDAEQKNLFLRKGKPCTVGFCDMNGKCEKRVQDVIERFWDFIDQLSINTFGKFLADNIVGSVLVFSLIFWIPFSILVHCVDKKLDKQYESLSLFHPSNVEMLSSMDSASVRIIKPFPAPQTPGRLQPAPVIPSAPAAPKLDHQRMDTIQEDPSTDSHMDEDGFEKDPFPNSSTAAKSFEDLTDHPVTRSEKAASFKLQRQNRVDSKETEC
hcDAF12 agonist – activators of H. contortus DAF-12 nuclear receptor | HEK293 hcDAF-12 lit1-tk-luc reporter, luminescence; 0% DMSO, 100% Δ7-dafachronic acid | activation, % at 6.8 µM | hit rate 1.4% among 370,000;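 active = activation above the mean of all tested compounds plus 3 SD, cut at about 5.5% in these data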;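 note: 100% = response to 3 µM Δ7-dafachronic acid high control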
PLCb3 inh – PLC-beta3 (human) inhibition, primary screen | Q01970 | Purified PLC-beta3, fluorogenic substrate, fluorescence | inhibition, % at 12.2 µM | hit rate 0.18% among 370,000 | AID 720704; in the data active = inhibition above about 11%;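 note: 0% = median of compound wells on plate and 100% = full blocker control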
ssDAF-12 act – activators of S. stercoralis DAF-12 nuclear receptor. hit rate 1% among 370,000. HEK293 ssDAF-12/GRIP1 lit1-tk-luc reporter, luminescence; % of 3 µM dafachronic acid response. activation, % at 6.8 µM;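 active = activation above the mean over all tested compounds plus 3 SD, cut at about 0.9% in these data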;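 note: 0% = DMSO-only wells and 100% = 3 µM delta7-dafachronic acid wells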
Starred values were filed as active, the others as inactive; i = inactive; . = not tested or not shown.

A first look, 2 compounds:
SMILES | hgDAF12 agonist | DAX1 inh-1 | PLC-gamma1 inh | HGIII-sPLA2 inh | DAX1 inh-2 | FXN GAA850 act | ADAM10 inh | ADAM17 inh | hcDAF12 agonist | PLCb3 inh | ssDAF-12 act
Cc1ccc(C(=O)Nc2ccon2)cc1S(=O)(=O)N1CCOCC1 | 1.2 | -0.3 | -1.4 | -1.4 | -0.5 | -0.8 | 1.5 | -2.4 | -1.6 | 1.3 | -1.5
COc1cc(C2Nc3cc(C)c(C)cc3NC3=C2C(=O)CC(C)(C)C3)ccc1OC(C)=O (stereo not given) | -0.1 | 0.1 | -22.0 | 24.3* | -0.4 | -0.7 | -13.4 | -1.6 | -1.2 | -32.5 | -0.6

All compounds of this part, repeating the preview:
SMILES | hgDAF12 agonist | DAX1 inh-1 | PLC-gamma1 inh | HGIII-sPLA2 inh | DAX1 inh-2 | FXN GAA850 act | ADAM10 inh | ADAM17 inh | hcDAF12 agonist | PLCb3 inh | ssDAF-12 act
Cc1ccc(C(=O)Nc2ccon2)cc1S(=O)(=O)N1CCOCC1 | 1.2 | -0.3 | -1.4 | -1.4 | -0.5 | -0.8 | 1.5 | -2.4 | -1.6 | 1.3 | -1.5
COc1cc(C2Nc3cc(C)c(C)cc3NC3=C2C(=O)CC(C)(C)C3)ccc1OC(C)=O (stereo not given) | -0.1 | 0.1 | -22.0 | 24.3* | -0.4 | -0.7 | -13.4 | -1.6 | -1.2 | -32.5 | -0.6
CCN(CC)c1ccc2cc(C#N)c(=O)oc2c1 | 0.0 | 0.0 | -12.8 | 9.2 | . | 3.0 | -39.7 | -16.3 | -2.2 | -15.2 | -0.9
COc1cccc(C(=O)NCc2ccccc2OC)c1 | -0.6 | 0.1 | -1.4 | -4.0 | 2.6 | 1.1 | 5.3 | -0.4 | -0.5 | -2.0 | -0.9
Cc1cccn2c(=O)c(/C=N/O)c(N3CCOCC3)nc12 | 1.2 | -0.2 | -11.2 | 3.1 | . | 1.1 | -0.8 | 1.8 | -2.2 | -8.5 | -1.2
CC1CC(C)CN(C(=O)CSc2nc(N)cc(=O)[nH]2)C1 (stereo not given) | -1.3 | 0.3 | -0.9 | 3.2 | 2.2 | 1.4 | -7.7 | -8.1 | 0.2 | -5.8 | -0.8
O=C(NCCC1CCCCN1S(=O)(=O)c1ccc(F)cc1)C(=O)NCc1ccncc1 (stereo not given) | 2.5 | -0.7 | -3.4 | 4.7 | -0.2 | 0.9 | -7.7 | -0.8 | 0.4 | -3.9 | -0.8
C[C@]12c3[nH]c4ccccc4c3CCN1C(=O)C(CC(=O)NCc1cccc(C(F)(F)F)c1)C[C@@H]2C(=O)N1CCCCC1 (stereo not given in full) | -3.1 | 0.6 | 0.2 | -3.2 | -1.4 | -7.8 | -2.5 | -2.0 | 0.3 | 0.2 | -1.4
CC1(C)OC(C(N)=O)C(C(N)=O)O1 (stereo not given) | -0.8 | 0.3 | 3.9 | 6.4 | -1.2 | 0.8 | 5.2 | 3.7 | -1.2 | 1.0 | -0.6
C/C(=N\NC(=S)NC(C)C)c1cccc([N+](=O)[O-])c1 | 2.6 | -1.0 | 1.0 | 19.7* | 1.1 | -0.1 | 3.6 | -1.3 | -1.9 | 3.5 | -1.7
COc1ccc(Cl)cc1S(=O)(=O)NC1CC(C)(C)NC(C)(C)C1 | 1.0 | 0.4 | 0.7 | -5.0 | 0.5 | 0.0 | -3.5 | -2.6 | -1.0 | -1.1 | -1.2
CCCCOc1ccc(C(=O)N2CCN(c3ccc(N4CCOCC4)nn3)CC2)cc1 | -0.3 | -1.5 | -466.6 | 3.2 | -0.7 | -1.4 | i | -161.3 | -2.6 | -416.1 | -1.1
O=C(CN1C(=O)NC2(CCc3ccccc32)C1=O)c1ccc(F)cc1 (stereo not given) | -0.8 | 0.7 | 0.2 | -2.0 | 0.1 | -0.1 | -3.8 | -1.6 | -0.9 | -4.2 | -0.5
CCCc1[nH]n(-c2ccc([N+](=O)[O-])cc2)c(=O)c1C(C)=NCc1ccncc1 | -0.9 | -0.5 | -5.7 | -11.8 | -1.6 | 0.7 | 2.4 | 0.3 | 0.0 | -11.5 | -1.9
c1ccc(COc2ncnc3c2ncn3CCCNC2CCN(Cc3ccccc3)CC2)cc1 | 1.4 | 1.5 | 6.3 | -3.6 | 0.1 | -1.7 | -9.9 | -5.9 | -0.2 | 4.0 | -0.7
FC(F)Oc1ccc(NC(=S)NCCc2ccccn2)cc1 | 2.4 | -0.1 | -0.4 | 3.3 | 1.0 | 2.1 | -4.8 | -0.7 | -1.2 | 1.1 | -0.4
COc1ccc(-n2c(SCC(=O)Nc3cc(C(=O)O)ccc3C)nc3ccccc3c2=O)cc1Cl | -2.0 | -0.6 | 2.2 | -6.9 | 0.3 | -0.9 | -0.5 | -0.1 | -1.8 | -6.4 | -1.6
CC1C(c2ccccc2)=[N+]([O-])C2(CCCC2)N1O (stereo not given) | 0.3 | 0.4 | 3.0 | 5.3 | 1.3 | 2.1 | 3.5 | -0.5 | -0.8 | 7.7 | -1.0
O=C(Nc1cccnc1)Nc1ccc(Br)cc1Cl | 1.2 | 0.2 | 1.5 | -7.8 | 0.6 | 0.7 | 2.2 | 0.0 | -1.1 | 3.5 | -0.5
CSc1ccccc1-c1cnc2cccnn12 | -1.6 | 2.4 | -327.9 | 3.9 | . | 1.3 | -125.5 | -32.1 | -1.2 | -402.1 | -1.1
CC1CCCCN1Cc1nc2c(c(=O)n(C)c(=O)n2C)n1CCCc1ccccc1 (stereo not given) | 0.3 | -0.4 | -0.1 | -0.1 | 0.2 | -0.3 | -5.7 | -3.0 | -1.3 | 2.2 | -1.6
CSc1ccc(CN(C)CC(=O)NCc2ccc(F)cc2)cc1 | -0.8 | -0.4 | 1.6 | 1.0 | 0.3 | -3.3 | -0.7 | -1.4 | -1.1 | 0.8 | -1.7
COC(=O)[C@]12C[C@H](CC(=O)NCCc3ccccc3OC)C(=O)N(Cc3ccc4c(c3)OCO4)C1=C[C@H](COCc1ccccc1)O[C@@H]2C | 0.2 | -1.4 | -1.4 | -3.9 | . | . | 7.2 | 3.0 | -1.9 | -2.1 | -1.1
CCOC(=O)c1cc(-c2ccccc2)n(CC(=O)N2CCCC2)c1C | -0.3 | 0.3 | -0.9 | 6.6 | -0.6 | 3.0 | -6.8 | -1.9 | -1.0 | 3.7 | -1.4
CC(C)(C)N(Cc1ccccc1)C(=O)COC(=O)C1CC1 | 2.2 | 0.2 | 0.8 | 3.1 | -1.9 | -1.4 | -7.6 | -1.8 | 2.3 | 3.2 | -1.3
COc1cccc(C2CCCCN2Cc2nc(-c3ccc(C)o3)oc2C)c1 (stereo not given) | -1.3 | 0.0 | -5.0 | -4.8 | 0.1 | -0.2 | -5.2 | -1.8 | -1.5 | -6.3 | -0.6
COCc1cc(C)nc2sc3c(=O)n(-c4cccc5ccccc45)nnc3c12 | -0.4 | -0.1 | 0.2 | 0.6 | 1.1 | -0.8 | 1.6 | -1.2 | 1.8 | 5.2 | -0.8
CCOCCCNC(=O)C1(O)c2cc(Br)ccc2NC(=O)N1c1ccc(CC)cc1 (stereo not given) | 0.4 | 0.1 | -0.9 | -1.7 | -0.6 | -1.1 | 2.1 | -1.9 | -2.0 | -2.4 | -1.2
C=C1C(=O)O[C@@H]2[C@H]1CC[C@H](C)[C@]1(O)CCC(=O)[C@@]21C | 3.7 | -0.1 | 3.8 | 4.2 | 3.6 | -2.5 | -5.8 | -1.4 | 0.8 | -0.6 | -0.8
CC(CN1CCOCC1)OC(=O)c1cccc(Cl)c1 (stereo not given) | -0.8 | -0.1 | 1.9 | -3.3 | -1.2 | 1.5 | 8.5 | -0.1 | 1.6 | -2.2 | -1.3
Cc1ccccc1C(=O)c1c[nH]c(C(=O)N2CCN(c3ccccc3F)CC2)c1 | -1.0 | -0.5 | 1.3 | -0.5 | 0.6 | -2.0 | 9.7 | -1.1 | -3.1 | -4.0 | -1.8
Cc1ccc(-n2cc(CCCCCCCCC(=O)O)nn2)cc1 | 1.7 | 0.2 | -2.1 | 2.5 | 2.5 | 0.1 | 0.1 | -3.8 | -1.2 | -5.1 | -1.0
Cc1cn([C@H]2C[C@H](O)[C@@H](CNCC3=Cc4cc(O)ccc4OC3)O2)c(=O)[nH]c1=O | 0.4 | 0.0 | 1.3 | 3.9 | 1.5 | 2.3 | -4.3 | 0.6 | 0.3 | -1.1 | -1.2
NC(=S)N/N=C1\CCSc2ccc(Cl)cc21 | 3.0 | -1.7 | -7.5 | 30.4* | . | -1.6 | -23.8 | -14.0 | -2.3 | -35.5 | -1.3
CS(=O)(=O)c1cnc2c(-c3ccsc3)cnn2c1N | 6.5 | 0.8 | 0.9 | 4.6 | 1.2 | 5.0 | 4.4 | -4.2 | 2.1 | 2.7 | -0.9
CC(C)Cn1nc(NC(=O)C(C)(C)C)c2cc3ccccc3nc21 | -1.0 | 0.0 | -201.1 | 2.1 | 0.3 | 1.3 | -64.7 | -11.7 | 0.6 | -253.7 | -0.8
O=C(CC[C@H]1O[C@@H](n2ccc(=O)[nH]c2=O)[C@H](O)[C@@H]1O)N[C@@H](Cc1ccccc1)C(=O)NCC1CCCO1 (stereo not given in full) | 3.0 | -0.6 | 2.6 | 2.0 | . | . | -1.5 | -3.8 | -0.4 | -1.1 | -0.5
CCCc1cc(=O)n2[nH]c(-c3cccc(Br)c3)cc2n1 | 8.2 | 1.5 | 1.0 | -8.5 | 5.6* | 3.8 | 4.7 | -2.4 | 7.7* | -4.6 | -0.6
CC1(C(=O)NS(=O)(=O)c2cccc(C#N)c2)CCN1C(=O)CC1CCCC1 (stereo not given) | -3.3 | 0.1 | 2.1 | 7.8 | . | 0.8 | -3.6 | -4.3 | -1.4 | 0.0 | -0.4
CCCc1cc(=O)[nH]c(SCC(=O)Nc2ccc(Br)cc2Br)n1 | 2.9 | -0.8 | 1.3 | -11.1 | 1.0 | 0.5 | -5.0 | 1.3 | 0.3 | 0.3 | -1.4
CC(C)(C)C(=O)NC(Nc1cccc2cccnc12)C(Cl)(Cl)Cl (stereo not given) | -3.3 | -1.2 | -7.8 | -0.7 | 0.4 | -0.8 | -1.7 | -0.7 | -1.2 | -6.1 | -1.5
C=CCn1c(-c2cccn(Cc3cccc(Cl)c3)c2=O)n[nH]c1=S | -2.7 | 0.2 | -13.4 | 8.1 | 0.4 | 3.9 | -38.2 | -12.2 | -1.1 | -17.1 | -1.4
COc1ccccc1C(=O)NCCNC(=O)c1ccc(C)nc1 | -1.0 | 0.1 | 1.5 | 3.2 | 0.8 | 2.5 | -3.2 | -1.2 | -1.7 | 3.0 | -1.1
O=C(CSc1nc2ccccc2c(=O)n1-c1ccccc1)c1cccc([N+](=O)[O-])c1 | -2.1 | 0.6 | 1.6 | -10.3 | 3.7 | 0.0 | -6.3 | -0.1 | 0.8 | -5.7 | -0.4
O=C(Nc1ccc2c(c1)CN(Cc1ccc(CO)o1)CC2)c1ccc(C(F)(F)F)cc1 | 0.6 | -0.6 | -6.3 | -14.1 | -1.1 | 6.2 | -10.4 | -1.5 | -1.2 | -21.5 | 0.4
